Screens as filed in PubChem BioAssay.
a7 integrin act – activators of alpha7 integrin expression for muscular dystrophy. alpha7betagal myoblasts, beta-gal FDG fluorescence, 48 h. Potency, µM (series often up to 38.3 µM), without a hit: at the top dose activation, usual class: activators. hit rate 0.064% among 350,000. AID 624291;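 further: potency means the concentration at half of the fitted maximal effect; 100% = response of the positive control SU9516; nearly all actives have a fitted effect of over 60% in size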
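alpha7betagal+/- myoblasts (passage 13, 250/well) treated 48 h at 37C with compounds at 1:260 dilution of DMSO stock. Lysed, then beta-galactosidase activity read as FDG fluorescence (ex 480/em 540) after 30 min, with pre-read for autofluorescence.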
ELG1 genotox – induces genotoxicity in HEK293T cells with luciferase-tagged ELG1; Potency, µM (series often up to 46 µM), for inactives: at the top dose activity change, positive = activation, actives largely listed as activators; hit rate 1.3% among 330,000; HEK293T ELG1-luciferase reporter, luminescence, 16 h; AID 504466; further: potency means the concentration at half of the fitted maximal effect; % of control where 0% means no effect; nearly all actives have a fitted effect of over 60% in size
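Screening used a luciferase reporter fused to human ELG1 in HEK293T cells. Luminescence was read on a CCD plate imager after 16 hr exposure and 30 min ONE-Glo incubation.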
Eya2 phos inh – blocks the phosphatase activity of human Eya2. O00167. AID 488837. Potency, µM (top dose mostly 76.9 µM), inactives show at the top dose activity, negative = inhibition, hits mostly inhibitors. hit rate 0.006% among 330,000. recombinant Eya2, OMFP fluorescence dephosphorylation (OMFP is methylfluorescein phosphate); further: potency means the concentration at half of the fitted maximal effect; on the % scale 0 is the no-effect control and ±100 the full control effect
Target sequence (O00167 whole entry, looked up): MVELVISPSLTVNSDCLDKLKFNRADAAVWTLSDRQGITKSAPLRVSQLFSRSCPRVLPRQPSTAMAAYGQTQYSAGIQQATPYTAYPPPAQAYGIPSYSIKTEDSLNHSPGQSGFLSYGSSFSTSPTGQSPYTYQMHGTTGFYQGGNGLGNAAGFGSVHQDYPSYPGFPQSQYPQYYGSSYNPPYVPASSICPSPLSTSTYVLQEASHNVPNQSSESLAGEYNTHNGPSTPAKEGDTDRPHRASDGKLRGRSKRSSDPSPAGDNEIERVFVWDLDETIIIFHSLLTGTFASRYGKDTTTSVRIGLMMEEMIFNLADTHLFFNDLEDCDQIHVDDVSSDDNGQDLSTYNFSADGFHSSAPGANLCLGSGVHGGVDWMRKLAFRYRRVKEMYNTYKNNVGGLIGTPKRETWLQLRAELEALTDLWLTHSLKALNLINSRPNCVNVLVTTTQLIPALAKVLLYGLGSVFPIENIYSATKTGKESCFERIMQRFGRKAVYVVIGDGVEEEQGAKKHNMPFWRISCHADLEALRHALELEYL
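Eya2 protein (added as 0.2 uM solution) was preincubated with compound for 10 min at ambient temperature in 50 mM HEPES pH 7.5, 50 mM NaCl, 5 uM MgCl2, 0.05% BSA, 1 mM DTT. OMFP (added at 50 uM) then reacted 10 min; fluorescence read at 485/525 nm.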
TRPV1 ag – human TRPV1 agonism. Q8NER1. TRPV1-expressing cells, Fluo-8 calcium influx, agonist mode. activation, % at 8.33 µM. hit rate 0.19% among 320,000. AID 540275; in the data active means activation above about 80%; inconclusive means between about 30% and that limit; further: 0% is about no effect
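TRPV1-expressing cells were cultured overnight at 35.5C and loaded with Fluo-8 calcium dye for 40 to 90 min at room temperature. After a 10 s baseline, compound was added and calcium influx was read kinetically for 3 min (ex 480/em 520 nm).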
USP2a block – blocks human ubiquitin-specific protease USP2a; USP2 core, Ub-CHOP2 coupled fluorogenic reporter, 485/531; O75604; AID 463254; Potency, µM (top dose mostly 38.3 µM), inactives show at the highest dose activity change, negative = inhibition, most hits filed as inhibitors; hit rate 0.01% among 330,000;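 further: potency means the concentration at half of the fitted maximal effect; plate controls were DMSO wells for no effect and full inhibition by NEM control for full effect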
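USP2 core (10nM final) preincubated 30min RT with compound in 20mM Tris-HCl pH 8.0, 2mM CaCl2, 2mM beta-mercaptoethanol, 0.05% CHAPS; 25nM Ub-CHOP2 plus 25nM reporter substrate added, fluorescence (Ex485/Em531) read after 60min.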
uPA surface inh – inhibitors of cell surface uPA generation; cell surface uPA generation assay, qHTS; Potency, µM (titrated, usually from 38.3 µM), without a hit: at the top dose activity change, negative = inhibition, usual class: inhibitors; hit rate 0.31% among 330,000; active means well fitted inhibition curve with a large enough effect; inconclusive means small, poorly fitted or top-dose-only effect; inactive means no such curve, though single readings can be large or run the other way; tested in mouse RAW 264.7 cells; further: potency means the concentration at half of the fitted maximal effect; on the % scale 0 is the no-effect control and ±100 the full control effect; nearly all actives have a fitted effect of over 55% in size
p53 reactivation – restores transcriptional activity of mutant p53; H1299 p53-A138V BP100-luciferase reporter, luminescence, 24 h; Potency, µM (titrated, usually from 92.2 µM), for the others: top-dose activity change, positive = activation, usual class: activators; hit rate 0.063% among 320,000; AID 504706; further: potency means the concentration at half of the fitted maximal effect; % of control where 0% means no effect; nearly all actives have a fitted effect of over 45% in size
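p53-null H1299 cells stably carrying temperature-sensitive p53-A138V and a BP100-luciferase reporter were pinned with compounds (4-point, 1:5 series) and held 24 hrs at 37 deg C. Luminescence was read 10 min after detection reagent.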
BRCA1 expr up – BRCA1 expression activation. Potency, µM (titrated, usually from 46.1 µM), inactives show at the highest dose activation, most hits filed as activators. MCF7-BRCA1-FFLuc reporter, luminescence, 48 h; response scale: scaled: vehicle 0%, 10 µM genistein 100%. hit rate 1.1% among 380,000; further: potency means the concentration at half of the fitted maximal effect; nearly all actives have a fitted effect of over 80% in size; some results filed as inactive show a strong effect at the top dose
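MCF7-BRCA1-FFLuc cells, 2000/well in phenol-red-free MEM, attached 2 h then treated 48 h at 37 C. Luciferase luminescence read 15 min after reagent; normalized to genistein maximum activation (10microM) and DMSO, concentration-response fitted.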
PTAP TSG101 blk – blocks PTAP/TSG101 interaction to inhibit HIV-1 budding; Fluorescence polarization, FITC-PTAP peptide / Tsg101 binding; Q99816; Potency, µM (doses to about 115 µM), without a hit: at the highest dose activity change, negative = inhibition, actives largely listed as inhibitors; 340,000 tested, under 10 active; active means well fitted inhibition curve with a large enough effect in the main read-out, with a control signal flat, not every such curve was filed as active; inconclusive means small, poorly fitted or top-dose-only effect, or effect the other way, or a change in a side signal; inactive means no such curve, though single readings can be large or run the other way; further: potency means the concentration at half of the fitted maximal effect; % of control where 0% means no effect
Target sequence (Q99816 whole entry, looked up): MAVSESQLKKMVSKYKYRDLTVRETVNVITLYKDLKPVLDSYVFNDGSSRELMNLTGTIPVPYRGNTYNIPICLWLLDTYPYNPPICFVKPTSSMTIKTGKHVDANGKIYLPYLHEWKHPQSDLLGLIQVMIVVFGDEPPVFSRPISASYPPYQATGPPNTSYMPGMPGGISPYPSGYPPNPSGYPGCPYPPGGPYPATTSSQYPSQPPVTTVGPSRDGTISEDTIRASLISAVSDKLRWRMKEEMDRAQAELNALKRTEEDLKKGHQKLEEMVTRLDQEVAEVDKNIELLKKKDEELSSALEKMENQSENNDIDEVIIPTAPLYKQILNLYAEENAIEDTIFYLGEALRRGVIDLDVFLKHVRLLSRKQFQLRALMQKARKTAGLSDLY
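Fluorescence anisotropy tracks displacement of a FITC-tagged PTAP peptide (50 nM) from the Tsg101 binding domain (10 uM), following a 20 min room-temperature incubation at pH 7.5.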
B2AR arrestin – beta2AR (human) beta-arrestin recruitment activity; P07550; beta-arrestin recruitment to beta2AR, cell-based reporter; Potency, µM (titrated, usually from 46.1 µM), without a hit: at the top dose activation, usual class: activators; hit rate 0.02% among 330,000;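 further: potency means the concentration at half of the fitted maximal effect; 0% = DMSO controls and full agonism = EC100 isoproterenol or metaproterenol; nearly all actives have a fitted effect of over 65% in size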
ASM inhibitor – human S-ASM enzyme inhibition | P17405 | hit rate 0.006% among 340,000 | Potency, µM (titrated, usually from 57.5 µM), inactives show at the highest dose activity change, negative = inhibition, most hits filed as inhibitors | AID 504937 | placental ASM, HMU-PC fluorogenic substrate, 60 min; further: potency means the concentration at half of the fitted maximal effect
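qHTS format. ASM enzyme prepared from human placenta hydrolyses the fluorogenic substrate HMU-PC0 (9 uM final) over 60 min at 37 °C after a 10 min compound preincubation.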
Numbers without * were called inactive; ? = inconclusive; · = not tested or not shown; [ ] = dose if it differs, or a comment. Unless noted, the call rests on the fitted dose curve; in most records, active means well fitted curve in the direction sought with a large enough effect; inconclusive means small, poorly fitted or top-dose-only effect, or another doubt; inactive means no such curve, though single readings can be large; an effect the other way counts as inactive or inconclusive.

Molecule,a7 integrin act,ELG1 genotox,Eya2 phos inh,TRPV1 ag,USP2a block,uPA surface inh,p53 reactivation,BRCA1 expr up,PTAP TSG101 blk,B2AR arrestin,ASM inhibitor
CC(=O)N(c1ccccc1)c1c(F)c(F)c(F)c(F)c1F,12%,-1%,14%,2,3%,-3%,11%,4%[1.84 µM],-1%,-0.2%,2%
CCn1c2ccccc2c2cc(/C=N/NC(=O)c3ccccc3)ccc21,-18%,-1%,4%,-1,-1%,-10%,0%,-84%[inhibitor],4%,-0.5%,56%[activator]
CC(C)c1ccc(S(=O)(=O)N2CCC(C(=O)N3CCN(c4cccc(Cl)c4)CC3)CC2)cc1,5%,·,·,·,·,?,·,-33%,-7%,·,-3%
O=C(CCn1cccc1)NCc1ccc(Cl)cc1,-12%,0%,6%,9,1%,2%,4%,-16%,1%,0.5%,1%
CC1CCC(=C(C#N)c2nc(-c3cc4ccccc4oc3=O)cs2)CC1 (stereo unspecified),-14%,6.5µM*,-25%,1,1%,7%,?,?,-13%,0.0%,24%
Cc1ccc(N(C(=O)c2csnn2)C(C(=O)NC2CCCC2)c2ccccn2)c(C)c1 (stereo unspecified),-8%,8%,-25%,4,3%,-1%,3%,-8%,0%,-0.4%,-3%
O=C(O)c1cccc(CN2C(=O)S/C(=C/c3cccc([N+](=O)[O-])c3)C2=O)c1,-15%,6%,19%,-1,0%,-8%,-10%,-31%,-3%,-1.1%,-2%
Cc1cc(C)c[n+](CC(=O)c2ccccc2)c1,10%,0%,8%,2,0%,-1%,·,12%,-3%,0.5%,-2%
CC1CCc2c(sc3ncnc(SC(C)C(=O)NCC4CCCO4)c23)C1 (stereo unspecified),-31%,-5%,5%,18,1%,-4%,-7%,-29%,-6%,-0.2%,-3%
CCNC(=O)C(=O)Nc1ccc2c(c1)N(S(=O)(=O)c1cccs1)CCC2,-25%,-7%,-11%,6,0%,-8%,-11%,-64%,-1%,-0.7%,-5%
O=C(CSc1nc2sccc2c(=O)[nH]1)N1CCN(c2ccccc2)CC1,?,12%,3%,5,-1%,-11%,-8%,-12%,-1%,-0.8%,-5%
O=C(OCC(=O)N1CCOCC1)c1ccc(N2CCOCC2)c([N+](=O)[O-])c1,4%,1%,1%,-2,0%,-3%,2%,21%,-4%,-0.3%,-2%
Cc1ccc(-n2c(C)cc(C(=O)OCC(=O)N3CCOCC3)c2C)cc1,-10%,3%,-11%,·,-1%,-6%,2%,4%,-1%,-0.4%,-1%
O=C(Oc1cccc([N+](=O)[O-])c1)N1CCCCC1,-13%,3%,3%,1,1%,-9%,9%,39%,-2%,0.3%,3%
CCN1CCCC1CNCc1cc(OC)c(OC)c(OC)c1 (stereo unspecified),23%,0%,11%,-1,2%,·,-4%,7%,0%,-0.2%,1%

More results follow:
Molecule,a7 integrin act,ELG1 genotox,Eya2 phos inh,TRPV1 ag,USP2a block,uPA surface inh,p53 reactivation,BRCA1 expr up,PTAP TSG101 blk,B2AR arrestin,ASM inhibitor
O=C(NN=Cc1cc([N+](=O)[O-])ccc1O)c1cccc2ccccc12,12%,·,·,·,·,-9%,·,-89%,-5%,·,-7%
CCCCC(=O)N1C/C=C\[C@H](c2ccc(OC)cc2)N(Cc2ccc(F)cc2)C(=O)[C@@H]1C,-7%,·,·,·,·,-13%,·,0%,-1%,·,-5%
NCC12CC3CC(CC(O)(C3)C1)C2,18%,-1%,10%,0,4%,-6%,1%,6%,-5%,0.0%,-1%
COc1ccc(C2/C=C\CN(Cc3ccco3)CC(=O)N2Cc2ccc(F)cc2)cc1 (stereo unspecified),-6%,0%,-10%,5,6%,-1%,-6%,-2%,1%,-0.6%,-10%
O=C(CSc1nnc(-c2ccc(Cl)s2)o1)N1CCc2ccccc21,·,0%,-2%,-3,-2%,·,8%,·,·,-0.7%,·
CN1C(=O)[C@@H]2[C@@H]3C[C@@H]([C@H]4ON=C(c5ccc(Cl)cc5Cl)[C@@H]34)[C@@H]2C1=O,24%,-5%,-3%,0,4%,2%,-17%,-19%,-6%,0.1%,7%
COc1ccc(Nc2cc(Cl)ccc2C(=O)O)cn1,25%,-3%,9%,-4,?,-1%,-5%,0%,-16%,3.2%,3%
CN=Cc1c(NC)nc2c(C)cccn2c1=O,-9%,1%,-12%,0,1%,0%,-6%,7%,-1%,0.0%,95%[activator]
O=C(Nc1cccc(Cl)c1Cl)c1ccccc1OCC(=O)N1CCOCC1,-19%,0%,-12%,12,1%,3%,-4%,-40%,·,7.5%,1%
Cc1cccc2sc(NC(=O)c3ccc(Cl)s3)nc12,6%,7%,1%,?,1%,-19%,?,0%,-5%,0.5%,-2%
S=C(Nc1ccc(Cl)cc1Cl)Nn1cnnc1,15%,-1%,1%,-1,1%,-2%,17%,-3%,-6%,-0.8%,-1%
COC(=O)c1cc(OC)nc2ccc(Br)cc12,22%,1%,-15%,3,-1%,?,-2%,4%,-16%,0.1%,0%
COc1c(Br)cc([N+](=O)[O-])c(OC)c1C(=O)NC(=O)Nc1nc(C)cc(C)n1,-5%,-7%,10%,·,-4%,18%,1%,-15%,-6%,-0.3%,-1%
CC(C)(C)c1ccc(C2C(C(=O)c3ccco3)=C(O)C(=O)N2CC2CCCO2)cc1 (stereo unspecified),-7%,?,18%,1,0%,8%,6%,-8%,-7%,-0.2%,-1%
O=C(COC(=O)c1ccc(O)cc1O)Nc1ccc2c(c1)OCCO2,-23%,?,11%,-1,0%,-1%,?,84%,-1%,-0.2%,-3%

(next part)
Molecule,a7 integrin act,ELG1 genotox,Eya2 phos inh,TRPV1 ag,USP2a block,uPA surface inh,p53 reactivation,BRCA1 expr up,PTAP TSG101 blk,B2AR arrestin,ASM inhibitor
Cc1ccc2c(c1)N(C(=O)c1ccco1)C(C)(C)c1ssc(=S)c1-2,-24%[7.66 µM],-3%,2%,20,4%,·,-3%,-31%,-8%,-0.5%,-23%
COc1ccc(NC(=S)N(CCO)Cc2cc3c(C)cc(C)cc3[nH]c2=O)cc1,-12%,-2%,-15%,1,8%,-4%,-8%,-18%,-2%,3.0%,-10%
CC(OC(=O)COc1ccc(C#N)cc1)C(=O)c1ccccc1 (stereo unspecified),6%,2%,-19%,8,2%,16%,3%,20%,-1%,0.4%,3%
CC(OC(=O)c1oc2ccccc2c1CSC1CCCCC1)C(=O)NC(N)=O (stereo unspecified),13%,8%,-13%,9,2%,-1%,-6%,-34%,1%,-1.2%,-6%
O=C(CNS(=O)(=O)Cc1ccccc1)NCc1ccccc1,28%,1%,3%,-2,0%,1%,-2%,-16%,-3%,-0.1%,-1%[11.5 µM]
O=[N+]([O-])c1ccc(Nc2ccccc2O)c2nonc12,0%,-6%,-12%,0,0%,-20%,·,-18%,-4%,-0.7%,-11%
CCN(CC)S(=O)(=O)c1cccc(C(=O)Nc2ccc(C#N)cc2)c1,-54%[inhibitor],7%,-11%,8,-1%,-11%,6%,-71%,-1%,-0.7%,-2%
COCCCNC(=O)C1CCCCN1S(=O)(=O)c1ccc(F)cc1 (stereo unspecified),0%,1%,14%,11,4%,6%,-11%,0%,-2%,0.4%,1%
O=C(CCc1nnc(C2(c3ccc(Cl)cc3)CCC2)o1)NCCCn1cccn1,0%,3%,-3%,1,1%,4%,3%,3%,0%,-0.1%,1%
O=C(CCC1COc2ccccc2O1)NC1CCCCC1 (stereo unspecified),24%,2%,-3%,?,1%,·,6%,12%,-10%,0.4%,-2%
CCCNC(=O)c1c(O)c2c([nH]c1=O)CCCC2,11%,3%,6%,-7,-1%,5%,-4%,-10%,0%,0.2%,5%
C/C(N)=C(/C#N)C(=O)COC(=O)c1oc2ccccc2c1COC(C)C,21%,-6%,3%,?,1%,5%,3%,9%,0%,-0.1%,3%
COc1cc(OC)cc(C(=O)Nc2c(F)cccc2F)c1,1%,1%,0%,1,-2%,3%,-2%,-38%,-6%,-0.1%,0%
COc1ccc(C(=O)NC(=S)NNC(=O)c2ccncc2)cc1Br,-33%,1%,-5%,0,-2%,8%,-6%,-3%,-10%,0.1%,9%
CCc1ccc2c(COn3nnc4ccc(S(=O)(=O)N(C)C)cc43)cc(=O)oc2c1,-14%,1%,1%,4,-1%,-9%,11%,-28%,0%,-0.3%,-19%
N#Cc1cnn(-c2cccc(Cl)c2)c1-n1cccc1,-11%,2%,17%,1,1%,-4%,-2%,0%,-2%,0.4%,3%
COCc1cc(=O)n2[nH]c(SC)nc2n1,1%,-3%,-24%,1,-4%,1%,-2%,-4%,2%,0.0%,2%
